High-throughput results: PubChem BioAssay, National Center for Advancing Translational Sciences (NCATS)
FH mod: Identification of activators of human fumarate hydratase by quantitative high-throughput screening | Fumarate hydratase, mitochondrial (Homo sapiens), P07954 | FH coupled MDH/diaphorase resazurin fluorescence, 15 min | Potency, µM (doses to about 79.9 µM), inactives show top-dose activity change, negative = inhibition, actives largely listed as inhibitors | 54,000 compounds, 0.22% hits | AID 1347055, 2019; also: potency is read from the fitted curve at half-maximal effect; % is scaled to controls: 0 for no effect and ±100 for the full control effect; the screen sought activators but most active calls are inhibition curves; nearly all actives have a fitted effect of over 45% in size
NTMT1 inhibitor: Primary qHTS for Inhibitors of N-terminal methyltransferase 1 (NTMT1): MTaseGlo Assay; N-terminal Xaa-Pro-Lys N-methyltransferase 1 (Homo sapiens), Q9BV86; NTMT1 MTase-Glo SAH luminescence, purified enzyme; Potency, µM (highest dose often 114 µM), for the others: at the top dose activity change, negative = inhibition, most hits filed as inhibitors; 59,000 compounds, 2.5% hits;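 also: potency is read from the fitted curve at half-maximal effect; plate controls were DMSO vehicle for no effect and no enzyme for full effect; nearly all actives have a fitted effect of over 65% in size; many of its hits are not listed in these tables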
Target sequence (Q9BV86 whole entry, looked up): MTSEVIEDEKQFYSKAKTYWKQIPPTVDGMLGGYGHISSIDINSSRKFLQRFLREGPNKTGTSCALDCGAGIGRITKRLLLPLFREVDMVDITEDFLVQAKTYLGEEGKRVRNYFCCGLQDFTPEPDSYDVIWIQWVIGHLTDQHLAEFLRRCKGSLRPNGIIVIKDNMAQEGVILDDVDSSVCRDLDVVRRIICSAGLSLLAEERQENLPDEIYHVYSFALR
p53null 39C kill: qHTS Screen for Compounds that Selectively Target Cancer Cells with p53 Mutations: Cytotoxicity of p53 Null Cells at the Nonpermissive Temperature; H1299 p53-null (neo) cells, 39C, ATPlite viability, 24 h; Potency, µM (doses to about 46.1 µM), without a hit: at the highest dose activity, negative = cell killing, hits mostly cytotoxic; 55,000 compounds, 0.97% hits; AID 904, 2007;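 also: potency is read from the fitted curve at half-maximal effect; 0% = DMSO only and -100% = full killing by 100 µM tamoxifen; nearly all actives have a fitted effect of over 50% in size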
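Concentration-response (up to 46 uM) was run for 24 h at the nonpermissive 39C on H1299-p53A138V or H1299-neo cells. ATP content was measured with ATPlite luminescence. AC50 values were Hill-modeled after normalizing between DMSO and 100 uM tamoxifen killing.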
B2AR arrestin ag: qHTS assay of beta-arrestin-biased ligands of beta2-adrenergic receptor: NCGC Sytravon Library Screen | Potency, µM (highest dose often 46.1 µM), without a hit: at the top dose activation, usual class: activators | AID 1347077, 2019 | Beta-2 adrenergic receptor (Homo sapiens), P07550 | HTLA Tango cells, beta-arrestin recruitment, luciferase luminescence, 18 h | 44,000 tested, under 10 active;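 also: potency is read from the fitted curve at half-maximal effect; 0% = DMSO and full agonism = EC100 isoproterenol or metaproterenol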
Target sequence (P07550 whole entry, looked up): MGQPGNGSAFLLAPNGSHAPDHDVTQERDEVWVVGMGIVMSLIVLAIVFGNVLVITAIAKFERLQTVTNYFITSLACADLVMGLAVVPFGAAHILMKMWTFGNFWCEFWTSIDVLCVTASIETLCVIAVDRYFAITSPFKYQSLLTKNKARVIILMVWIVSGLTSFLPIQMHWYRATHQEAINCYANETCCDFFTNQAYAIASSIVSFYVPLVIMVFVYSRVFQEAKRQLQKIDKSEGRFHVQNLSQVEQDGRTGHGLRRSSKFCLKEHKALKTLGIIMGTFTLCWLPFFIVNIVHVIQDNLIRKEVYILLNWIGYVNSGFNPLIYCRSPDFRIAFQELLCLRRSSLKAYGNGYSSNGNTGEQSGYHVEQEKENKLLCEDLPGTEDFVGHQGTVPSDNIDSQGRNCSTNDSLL
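Luminescence read-out: arrestin recruitment to recombinant beta2-AR releases tTA, inducing luciferase. Cells exposed 18 hr at 37 degrees C to up to 46 microM compound; %Activity from corrected signal, concentration-response curves classified by r2, magnitude and efficacy.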
GALK inh: qHTS Assay for Inhibitors of Human Galactokinase (GALK): NCGC Sytravon Library Screen; P51570; recombinant GALK, Kinase-Glo ATP luminescence, 1 h; Potency, µM (series often up to 57.5 µM), for inactives: top-dose activity, negative = inhibition, most hits filed as inhibitors; 44,000 tested, under 10 active; AID 1347072, 2019;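 also: plate controls were full GALK reaction for no effect and reaction lacking GALK for full effect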
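Compounds were pinned into ATP buffer, then GALK-galactose mix was added (final 5 nM enzyme, 35 uM ATP, 100 uM galactose, pH 8.0). After 1 h at room temperature, Kinase-Glo Plus was added and luminescence read.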
TSG101-PTAP inh: qHTS Validation Assay for Inhibitors of HIV-1 Budding by Blocking the Interaction of PTAP/TSG101: Sytravon Library Screen; Tumor susceptibility gene 101 protein (Homo sapiens), Q99816; 44,000 tested, under 10 active; Potency, µM (titrated, usually from 115 µM), inactives show top-dose activity change, negative = inhibition, usual class: inhibitors; Fluorescence polarization, FITC-PTAP peptide/Tsg101, 20 min; also: potency is read from the fitted curve at half-maximal effect; 0% is about no effect
Target sequence (Q99816 whole entry, looked up): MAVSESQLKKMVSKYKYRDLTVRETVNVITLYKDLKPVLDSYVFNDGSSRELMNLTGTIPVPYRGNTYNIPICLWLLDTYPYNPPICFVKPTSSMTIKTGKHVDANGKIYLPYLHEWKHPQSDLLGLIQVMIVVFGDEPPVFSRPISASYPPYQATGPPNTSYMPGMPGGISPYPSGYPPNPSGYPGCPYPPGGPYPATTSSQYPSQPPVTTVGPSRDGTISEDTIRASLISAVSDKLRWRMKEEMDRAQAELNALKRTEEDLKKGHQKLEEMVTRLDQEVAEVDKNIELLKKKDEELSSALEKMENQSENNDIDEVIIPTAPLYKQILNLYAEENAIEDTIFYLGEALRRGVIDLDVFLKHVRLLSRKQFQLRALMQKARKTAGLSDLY
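qHTS FP binding, 20 min r.t.: 10 uM Tsg101 domain + 50 nM FITC-PTAP peptide, pH 7.5 HEPES buffer with TCEP and EDTA.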
p53null 32C tox: qHTS Screen for Compounds that Selectively Target Cancer Cells with p53 Mutations: Cytotoxicity of p53 Null Cells at the Permissive Temperature | H1299-neo p53 null cells, ATP luminescence, 24 h, 32C | AID 903, 2007 | 55,000 compounds, 0.62% hits | Potency, µM (doses to about 46.1 µM), for inactives: at the highest dose activity change, negative = cytotoxicity, hits mostly cytotoxic;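 also: potency is read from the fitted curve at half-maximal effect; 0% = DMSO only and -100% = full killing by 100 µM tamoxifen; nearly all actives have a fitted effect of over 55% in size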
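H1299-neo (p53 null) cells, 600/well, treated 24 h at 32C with compound up to 46 uM; ATPlite luminescence viability, normalized to DMSO and 100 uM tamoxifen; AC50 by Hill fit.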
* hit, by the source's call; ? = inconclusive; . = not tested or not shown; [ ] = another dose, or the depositor's remark. Calls follow the shape of the dose curve; as a rule, active = well fitted curve in the direction sought with a large enough effect; inconclusive = small, poorly fitted or top-dose-only effect, or another doubt; inactive = no such curve, though single readings can be large; an effect the other way counts as inactive or inconclusive.

The line under a structure holds: FH mod	NTMT1 inhibitor	p53null 39C kill	B2AR arrestin ag	GALK inh	TSG101-PTAP inh	p53null 32C tox
(1) COc1ccccc1C(=O)Nc1ccc2oc(-c3cccc4c(Br)cccc34)nc2c1
 : -5%	19%	-28%	0%	-1%	-3%	6%
(2) CCc1ccc(Nc2nc3c(S(=O)(=O)c4cccc(Cl)c4)nnn3c3ccsc23)cc1
 : -3%	7%	-10%	3%	-9%	0%	4%
(3) CC1C(=O)Nc2ccc(S(=O)(=O)Nc3ccccc3Br)cc2NC1=O (stereo not drawn)
 : -1%	2%	-13%	-1%	-2%	2%	?
(4) Cc1sc2ncn(CC(=O)N3CCN(c4cccc(Cl)c4)CC3)c(=O)c2c1S(=O)(=O)N1CCN(c2ncccn2)CC1
 : -12%	8%	-20%	1%	7%	-1%	14%
(5) O=C(CSc1nc(-c2ccccc2)cn1-c1ccccc1F)Nc1ccc(F)cc1
 : ?	0%	16%	0%	-4%	-1%	30%[activator]
(6) Cc1ccccc1Cn1c(=O)n(CC2CCC(C(=O)N3CCC(C)CC3)CC2)c(=O)c2sccc21 (stereo not drawn)
 : -23%	5%	98%[activator]	4%	-2%	-3%	?
(7) O=C(CC(c1ccccc1)c1cc(Br)ccc1O)NCC1(c2ccccc2)CCCC1 (stereo not drawn)
 : .	.	16µM*	0%	3%	-9%	?
(8) CCOc1ccccc1CNC(=O)Cn1nc(N2CCN(c3ccccc3)CC2)ccc1=O
 : ?	-6%	-18%	0%	1%	-14%	-6%
(9) CCOC(=O)c1c(NC(=O)c2ccc(S(=O)(=O)N(CC)CC)cc2)sc2c1CCCCC2
 : -3%	7%	5%	0%	0%	-5%	-1%
(10) COc1ccc(CCNC(=O)C(=O)NCC(c2ccco2)S(=O)(=O)c2ccc(C)cc2)cc1 (stereo not drawn)
 : -1%	-3%	14%	-5%	0%	3%	-3%
(11) CCCCN(CC)CCNC(=O)C1CCCN(S(=O)(=O)c2cccc3nsnc23)C1 (stereo not drawn)
 : -11%	-3%	11%	1%	8%	1%	-1%
(12) Cc1ccc(NC(=O)c2c(NC(=O)c3ccc(F)cc3)sc3c2CCCC3)cc1C
 : 6%	-4%	-12%	0%	-1%	8%	2%
(13) COc1ccc(OC)c(Nc2nc3ccccc3nc2-n2nc(C)cc2C)c1
 : ?	-5%	-19%	-2%	0%	2%	-10%
(14) Cc1ccc(-c2cc(C(F)(F)F)c(C#N)c(SCC(=O)Nc3ccccc3F)n2)cc1
 : 7%	14%	14%	1%	4%	-2%	-8%
(15) COCCNC(=O)CSc1nnc(-c2ccc(OC)c(OC)c2)c(-c2ccc(OC)c(OC)c2)n1
 : 1%	-25%	18%	-3%	3%	-1%	1%
(16) CCc1nn2c(=O)cc(COC(=O)c3ccc(NC(=O)CCc4ccccc4)cc3)nc2s1
 : 0%	-12%	-19%	-1%	-2%	-4%	0%
(17) CC(C)n1c(=N)c(C(=O)NCc2ccccc2)cc2c(=O)n3ccccc3nc21
 : -19%	-2%	2%	1%	3%	-10%	-3%
(18) CCOC(=O)c1cnn2c(C(F)(F)F)cc(-c3ccc(Br)cc3)nc12
 : -12%	-3%	3%	-2%	-5%	-1%	-2%
(19) Cc1ccc(Nc2nc3ccc(C)cc3nc2-n2nc(C)cc2C)c(C)c1
 : -5%	21%	9%	1%	4%	-7%	1%
(20) Cc1ccc(-c2noc(-c3ccccc3NC(=O)c3ccccc3)n2)cc1
 : 6%	1%	5%	-3%	0%	9%	-12%
(21) CCC(C)NC(=O)C1CCN(S(=O)(=O)c2ccc3c(ccn3CC)c2)CC1 (stereo not drawn)
 : -28%	7%	?	1%	2%	0%	1%
(22) CNS(=O)(=O)c1cc(-c2nnc(Nc3cc(C)ccc3C)c3ccccc23)ccc1C
 : ?	4%	10%	1%	-3%	-5%	24%
(23) COc1ccc(-c2cc(C(F)(F)F)nc(SCC(=O)NCC(C)C)n2)cc1OC
 : 1%	32%[activator]	-11%	?	2%	3%	5%
(24) Cc1ccc(S(=O)(=O)NCC2CCC(C(=O)NCc3ccc(F)cc3)CC2)cc1 (stereo not drawn)
 : -4%	7%	-2%	-1%	-1%	1%	-2%
(25) CC(=O)c1ccc(NC(=O)Cn2c(=O)n(Cc3ccco3)c(=O)c3sc4ccccc4c32)cc1
 : -1%	-2%	-19%	-2%	4%	1%	-2%
(26) Cc1cccc(-c2nn3c(=O)cc(CN4CCN(C(=O)/C=C/c5ccccc5)CC4)nc3s2)c1
 : 7%	-16%	3%	1%	0%	-7%	0%
(27) CN(C)c1ncc(C(=O)NCc2ccccc2Cl)cn1
 : 3%	8%	-17%	0%	0%	-9%	-1%
(28) Cc1cccc(NC(=O)CN2C(=O)c3cccnc3Oc3ccc(Cl)cc32)c1C
 : -11%	0%	-7%	-1%	1%	10%	-8%
(29) O=C(NCc1cccc(Cl)c1)c1ccc2c(Cl)c3c(nc2c1)CCCC3
 : -9%	2%	-16%	-2%	0%	-4%	-6%
(30) COc1ccc(NC(=O)c2ccco2)cc1NC(=O)COc1ccc(Cl)c(C)c1
 : 4%	10%	-17%	0%	4%	-1%	-12%
(31) CC(C)Oc1ccc(CNC(=O)CCn2c(=O)c3cccn3c3ccc(F)cc32)cc1
 : 7%	?	100%[activator]	1%	?	-2%	-3%
(32) Cc1ccc(NC(=O)[C@H]2O[C@@H]3OC(C)(C)O[C@@H]3[C@H]3OC(C)(C)O[C@H]32)cc1F
 : -7%	7%	10%	-3%	-2%	0%	1%
(33) CN(C)c1ccc(CNC(=O)CN2CCSc3ccc(S(=O)(=O)N(C)C)cc32)cc1
 : -10%	-19%	-6%	0%	-1%	-2%	-11%
(34) Cc1ccc(CNc2ccc(-c3nc(C(C)C)no3)cc2[N+](=O)[O-])cc1
 : -3%	5%	-8%	0%	-11%	-5%	2%
(35) Cc1ccc(N2CCN(C(=O)c3nn(C)c4c3CS(=O)(=O)c3ccccc3-4)CC2C)cc1 (stereo not drawn)
 : -12%	-3%	?	0%	0%	-4%	2%
(36) CCn1nnc2cc(C(=O)Nc3cc(C)ccc3C)ccc21
 : -10%	?	-11%	-1%	0%	-1%	1%
(37) CCn1cc(C(=O)OCC(=O)Nc2ccc(C)c(Cl)c2)c(=O)c2ccc(C)nc21
 : 2%	9%	4%	-2%	-12%	-3%	4%
(38) CC(C)(C)OC(=O)N1CCC(c2c(C(=O)NCc3ccc4c(c3)OCO4)cnn2-c2ccccc2Cl)CC1
 : -23%	-5%	57%[activator]	0%	1%	2%	17%
(39) CCOC(=O)C1CCCN(C(=O)Cn2ncc3c([nH]c4ccccc43)c2=O)C1 (stereo not drawn)
 : -7%	12%	-19%	2%	-1%	-2%	-7%
(40) COC(=O)c1ccc(NC(=O)CCS(=O)(=O)c2ccc(Br)s2)cc1
 : -3%	7%	3%	0%	-15%	-2%	-1%
(41) COc1ccc(-n2c(=O)c3sc4ccccc4c3n(Cc3ccccc3C)c2=O)cc1OC
 : -7%	-5%	-11%	-2%	8%	-1%	-2%
(42) COc1cccc(N2CCN(C(=O)c3ccc4c(Cl)c5c(nc4c3)CCCC5)CC2)c1
 : -25%	0%	44%[activator]	1%	9%	-1%	-2%
(43) CC(=O)N1CCc2c(sc3c2c(=O)n(CCc2ccccc2)c(=O)n3Cc2ccc(F)cc2)C1
 : ?	2%	68%[activator]	1%	4%	-3%	29%
(44) COc1ccc(CN(C(=O)c2ccccc2F)C2CCS(=O)(=O)C2)cc1 (stereo not drawn)
 : 4%	5%	-4%	0%	1%	0%	-5%
(45) CCN(CC)S(=O)(=O)c1ccc2c(c1)N(CC(=O)Nc1ccc(OC)cc1)C(=O)CS2
 : -1%	7%	3%	0%	3%	1%	-7%

Values in list order from the list:
Entries 35–44 in FH mod read -12%, -10%, 2%, -23%, -7%, -3%, -7%, -25%, ?, 4%

The list continues.
The line under a structure holds: FH mod	NTMT1 inhibitor	p53null 39C kill	B2AR arrestin ag	GALK inh	TSG101-PTAP inh	p53null 32C tox
(46) CCc1ccc(NC(=O)CC2C(=O)NCCN2C(=O)c2ccc(F)cc2)cc1 (stereo not drawn)
 : -16%	2%	.	-2%	9%	1%	.
(47) Cc1ccccc1-c1nc(CS(=O)(=O)CC(=O)NCCCN2CCN(C)CC2)c(C)o1
 : 11%	-19%	-16%	1%	1%	-1%	-9%
(48) Cc1oc2ncn(CC(C)C)c(=O)c2c1C(=O)NC(C)c1ccccc1 (stereo not drawn)
 : -11%	-2%	-4%	1%	-1%	0%	22%
(49) COc1ccccc1Nc1ncc2c(n1)CCN(Cc1cc(F)cc(F)c1)C2
 : -15%	1%	4%	-1%	-1%	-2%	11%
(50) Cc1nn(-c2ccc(N3CCOCC3)nn2)c(C)c1CCC(=O)NCc1ccc(OC(C)C)cc1
 : 11%	10%	-12%	2%	0%	-8%	5%
(51) CC(C)(C)c1ccc(/C=C/C(=O)Nc2ccc(S(N)(=O)=O)cc2)cc1
 : 3%	6%	?	0%	-3%	-7%	25µM*
(52) O=C(Cn1c(-c2cccs2)cc2cc(Cl)ccc21)N1CCN(c2ccccc2)CC1
 : -21%	0%	-8%	2%	1%	0%	-3%
(53) Cc1oc(-c2ccccc2)nc1CSc1nnc(C)n2c1cc1sccc12
 : 6%	?	-16%	?	-6%	-5%	0%
(54) COc1ccc(NC(=O)Cn2nnc(C(=O)NCCc3ccccc3)c2N)cc1
 : -3%	14%	-3%	0%	7%	-6%	4%
(55) O=C(COCc1cc(-c2cccs2)on1)N1CCN(c2ccc(F)cc2)CC1
 : -12%	?	-16%	0%	5%	0%	-3%
(56) COc1cc(C(=O)NCCc2sc(-c3ccc(C)cc3)nc2C)cc(OC)c1OC
 : -6%	-6%	-28%	0%	0%	1%	1%
(57) CCn1c(=O)n(CC)c2cc(N3CCCCC3)c(NC(=O)Nc3cc(Cl)ccc3OC)cc21
 : -25%	6%	30%[activator]	1%	-2%	2%	-2%
(58) CCC(C(=O)NCCCN(CC)CC)n1ncn2c(cc3occc32)c1=O (stereo not drawn)
 : 4%	?	-1%	0%	-10%	-4%	-3%
(59) COc1ccc(S(=O)(=O)Nc2cccc(-c3ccc(N4CCC(C)CC4)nn3)c2)cc1OC
 : .	.	7.9µM*	1%	-2%	-4%	3.2µM*

Only part of the results is shown; rates above refer to the full screens.
